rCAG RNA binder – binds r(CAG) RNA repeats; r(CAG) RNA repeat, TO-PRO-1 dye displacement fluorescence; inhibition, % at 3 µM; 370,000 compounds, 1.3% hits;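 active means inhibition above the plate cutoff, the mean of all test compounds on that plate plus 3 SD, cut at about 35% in these data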;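 further: 0% = DMSO alone and 100% = 100 µM mitoxantrone as full dye displacement; higher means more dye released from RNA so lower well fluorescence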
SIAE inh – human SIAE inhibition, primary screen | Q9HAT2 | SIAE FP-Rh probe binding, fluorescence polarization | inhibition, % at 9.66 µM | 370,000 compounds, 0.69% hits | AID 1053197;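 active means inhibition above a cutoff: mean of compounds within the control limits plus 3 SD of those, cut at about 17% in these data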;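 further: 0% = plate median of compound wells and 100% = probe without SIAE protein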
MBD2 DNA inh – MBD2-methylated oligo binding inhibition; Q9UBB5; TR-FRET, MBD2 binding to methylated oligonucleotide; inhibition, % at 4.4 µM; 370,000 compounds, 0.31% hits; in the data active means inhibition above about 13%
TDP2 absorb – TDP2 (human) inhibition, absorbance primary screen; O95551; recombinant TDP2, T5PNP hydrolysis, p-nitrophenol absorbance 415 nm; inhibition, % at 12.8 µM; 370,000 compounds, 0.34% hits; AID 720702;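 active means inhibition above the mean of all tested compounds plus 3 SD, set per campaign, cut at about 25% in these data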;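 further: 0% = DMSO with enzyme and 100% = buffer with substrate but no TDP2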
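Read-out basis: percent inhibition. System: recombinant human TDP2. Buffer or medium: Mg2+-containing Tris-HCl buffer, pH 7.5. Repeats: single replicate. Timing: reaction 2 h, 37 °C. Benchmarks: high control without enzyme, low control DMSO plus TDP2. Probe or stimulus: 5 mM T5PNP. Doses: 12.8 µM only. Measured by: epi absorbance of p-nitrophenol freed from T5PNP by hydrolysis.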
LEDGF integ inh – blocks HIV-1 LEDGF/p75-dependent DNA integration | TR-FRET IN-LEDGF/p75 DNA integration, Eu/Cy5 | 370,000 compounds, 0.64% hits | inhibition, % at 3.7 µM;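 active means inhibition above the screen-wide mean plus 3 SD, cut at about 13% in these data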;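 further: signal is the Cy5 over europium emission ratio at 671 and 618 nm; 0% = plate median of compound wells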
PRMT1 inh – blocks human protein arginine methyltransferase 1; inhibition, % at 2.79 µM; 370,000 compounds, 1.3% hits; Q99873; recombinant PRMT1, activity-based probe fluorescence polarization; AID 652257;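 active means inhibition above about 21% made by adding two undisclosed values, limit read from the data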
GC-B act – GC-B (human) receptor activation; P20594; HEK293-GC-B cells, CNP EC30, cGMP TR-FRET; 0% at EC30 CNP, 100% saturating CNP; activation, % at 10 µM; 370,000 compounds, 0.11% hits; AID 1920062;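 active means activation at 10 µM reaching about 35% in either raw or pattern-adjusted values, limit read from the data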
TCR CD3 inh – blocks the human TCR-CD3 interaction; inhibition, % at 9.4 µM; AID 651800; TAMRA-labeled TCR probe fluorescence, biochemical; 360,000 compounds, 0.37% hits; in the data active means inhibition above about 19%;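 further: recombinant mutant TCR 2C K166C tagged with TAMRA read by polarization; 0% = receptor in buffer alone and 100% = receptor with positive control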
mABHD4 FP – inhibits mouse alpha/beta hydrolase domain 4. Q8VD66. purified mABHD4, FP-Rh probe fluorescence polarization. 370,000 compounds, 0.54% hits. inhibition, % at 8.92 µM;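 active means inhibition exceeding the mean over every tested compound plus 3 SD, cut at about 30% in these data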;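 further: 0% = plate median of compound wells and 100% = S159A mutant with DMSO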
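Doses – 8.92 µM, single dose · Material – wild-type mouse ABHD4 protein · Replication – single well per compound (singlicate) · Measure – percent inhibition of probe binding, normalized to plate controls · Schedule – 45 min compound pre-incubation plus 60 min probe step, 25 °C · Detection – fluorescence polarization with parallel and perpendicular emission, 525/598 nm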
HTRA1 inh – blocks human HTRA1 serine peptidase. recombinant HTRA1, FP-rhodamine activity-based probe, fluorescence polarization. inhibition, % at 5.96 µM. 340,000 compounds, 0.5% hits. AID 504803; in the data active means inhibition above about 36%;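 further: 0% = enzyme with DMSO and 100% = wells lacking enzyme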
Numbers without * were called inactive; . = no result given. Some of the compounds tested (hit frequency here may not be typical).

Compound,rCAG RNA binder,SIAE inh,MBD2 DNA inh,TDP2 absorb,LEDGF integ inh,PRMT1 inh,GC-B act,TCR CD3 inh,mABHD4 FP,HTRA1 inh
COc1ccc(CNC(=O)C(C)N2CCN(S(=O)(=O)c3ccccc3F)CC2)cc1 (stereo not given),-3,9,2,9,0,-1,-3,0,6,12
O=[N+]([O-])c1ccccc1S(=O)(=O)N1CCN(C2CCCC2)CC1,-4,4,-4,-16,-1,6,3,-6,18,-4
Cc1cc(C)cc(OCC(=O)NN2Cc3ccccc3C2=N)c1,10,1,-1,-15,-1,2,1,1,-11,0
COC(=O)c1ccc(NC(=O)CN2C(=O)CCC2=O)cc1,-1,0,-5,-4,-1,-6,-2,5,-6,6
CCCCN1CC(N2CCN(C(=O)c3ccco3)CC2)CS1(=O)=O (stereo not given),0,5,-3,8,0,-1,1,-8,2,.
COc1cc(NC(=S)NC2CC(C)(C)NC(C)(C)C2)cc(OC)c1,2,8,2,-3,-3,4,-3,-1,-2,-4
COc1ccc(CN(C)C(=O)c2[nH]c(C)c(C(C)=O)c2C)cc1F,-2,1,-4,18,1,-1,0,11,0,-2
CCOC(=O)N1CCC(NC(=O)CC2C(=O)NCCN2Cc2cccc(F)c2F)CC1 (stereo not given),-3,-2,0,4,4,-2,0,2,2,5
Cc1sc2nc(CSCC(=O)Nc3c(F)cccc3F)[nH]c(=O)c2c1C,3,0,-4,-4,3,20,-7,10,2,-2
O=C(N[C@H]1CCCCNC1=O)c1cc(COc2ccc(F)cc2F)on1,-4,-3,1,12,-1,-1,6,1,-4,5
COC(=O)C1SCC2C(=O)N(Cc3ccc(Cl)cc3)CC(=O)N21 (stereo not given),-2,4,0,2,3,1,0,0,-4,8
CN(Cc1ccccc1)C(=O)Cn1nnc(-c2ccccc2)c1COc1ccc2ccccc2c1,8,-11,-11,-6,4,-5,2,-2,-22,.
CCOc1ccc(S(=O)(=O)/N=C(/Nc2ccc(OC)cc2)c2ccccc2)cc1,-1,2,-4,-5,-3,4,2,-8,-13,-14
CCOc1ccc(C(=O)C(C)OC(=O)c2nc(Cl)ccc2Cl)cc1 (stereo not given),-2,-4,3,-12,6,-6,-7,2,-13,-2
COC(=O)c1cn(C(=O)c2ccccc2Cl)c2ccccc12,1,1,0,8,0,1,-6,2,-6,-14
CCOC1=C2[C@H](c3ccccc3)N(S(=O)(=O)c3ccccc3)C[C@H]2n2c(=O)n(-c3ccccc3)c(=O)n2C1,11,-7,-1,3,3,1,0,5,3,.
CNC(=O)c1ccccc1NC(=O)c1cccc(S(=O)(=O)N2CCCCC2)c1,0,-5,1,3,0,0,-1,-1,3,-3
COc1ccc(NC(=O)C[C@@H]2C(=O)N(Cc3ccccc3)CC2(C)C)cc1,1,3,-4,-1,8,-2,0,2,2,-4
O=C(C1CCCO1)N1CCN(C(c2ccccc2)c2ccccc2)CC1 (stereo not given),-6,1,0,4,0,0,-6,2,3,2
CCn1cc(C(=O)NC2CCCCCC2)c2cc(OC)c(OC)cc2c1=O,-3,2,1,13,3,1,0,0,-1,4
COc1cccc(-c2nc3nc(C)cc(C)n3c2Nc2ccc3c(c2)OCCO3)c1,6,6,-3,10,1,1,14,-8,3,.
CCc1noc(C)c1C(=O)OCC(=O)NCc1ccc(Cl)cc1,2,4,5,-3,-1,1,2,-6,-5,-72
COc1ccc(/C=C/C(=O)NC(=S)N2CCN(c3ccccn3)CC2)cc1OC,-1,-9,-1,6,-6,3,-3,-7,-3,-2
O=C(N1CCN(c2ccccc2F)CC1)C1(c2cccs2)CCOCC1,-1,-5,5,3,-2,-3,-3,2,-1,3
CCn1c(SCC(=O)N2CCN(c3ccccc3)CC2)nnc1-c1cc2cc(Cl)ccc2o1,0,10,-4,2,0,-2,2,7,-5,7
COC(=O)CSc1nnc(-c2ccoc2C)n1-c1ccc(OC)cc1,3,-1,-1,6,0,3,-10,1,6,-1

By substructure, those above with four or more nitrogen atoms.
Compound,rCAG RNA binder,SIAE inh,MBD2 DNA inh,TDP2 absorb,LEDGF integ inh,PRMT1 inh,GC-B act,TCR CD3 inh,mABHD4 FP,HTRA1 inh
CCOC(=O)N1CCC(NC(=O)CC2C(=O)NCCN2Cc2cccc(F)c2F)CC1 (stereo not given),-3,-2,0,4,4,-2,0,2,2,5
CN(Cc1ccccc1)C(=O)Cn1nnc(-c2ccccc2)c1COc1ccc2ccccc2c1,8,-11,-11,-6,4,-5,2,-2,-22,.
CCOC1=C2[C@H](c3ccccc3)N(S(=O)(=O)c3ccccc3)C[C@H]2n2c(=O)n(-c3ccccc3)c(=O)n2C1,11,-7,-1,3,3,1,0,5,3,.
COc1cccc(-c2nc3nc(C)cc(C)n3c2Nc2ccc3c(c2)OCCO3)c1,6,6,-3,10,1,1,14,-8,3,.
COc1ccc(/C=C/C(=O)NC(=S)N2CCN(c3ccccn3)CC2)cc1OC,-1,-9,-1,6,-6,3,-3,-7,-3,-2
CCn1c(SCC(=O)N2CCN(c3ccccc3)CC2)nnc1-c1cc2cc(Cl)ccc2o1,0,10,-4,2,0,-2,2,7,-5,7
